EBI2 block: EBI2 (human) antagonism; EBI2 beta-arrestin recruitment, luminescence, 7a,25-OHC stimulated; 0.81% of 360,000 active; inhibition, % at 5 µM; AID 651636; P32249; in the data active = inhibition above about 38%;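 note: enzyme fragment complementation signal reports receptor beta-arrestin coupling in cells; 0% = agonist plus DMSO wells and 100% = wells without agonist; some results beyond the cut were filed as inactive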
Target sequence (P32249 whole entry, looked up, the tested form may be a part): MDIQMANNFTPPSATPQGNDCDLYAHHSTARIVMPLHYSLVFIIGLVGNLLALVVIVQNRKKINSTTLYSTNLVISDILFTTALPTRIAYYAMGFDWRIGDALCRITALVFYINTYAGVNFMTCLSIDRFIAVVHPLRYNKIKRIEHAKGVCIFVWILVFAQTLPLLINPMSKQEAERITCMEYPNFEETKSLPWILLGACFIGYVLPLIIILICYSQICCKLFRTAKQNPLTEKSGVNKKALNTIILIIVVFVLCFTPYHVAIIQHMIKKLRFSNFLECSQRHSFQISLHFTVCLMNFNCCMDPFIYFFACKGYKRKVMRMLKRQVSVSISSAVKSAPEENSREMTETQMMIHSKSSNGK
CCR6 antagonist: antagonists of human CCR6 receptor | P51684 | inhibition, % at 20 µM | AID 493098 | 0.49% of 340,000 active | CHO-K1 CCR6 PathHunter beta-arrestin, luminescence, CCL20-stimulated;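 active = compounds whose inhibition of the agonist-driven luminescence signal at 20 µM reaches about 50%, limit read from the data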;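 note: cells stimulated with CCL20 at 14 nM final; plate controls were DMSO with CCL20 for no effect and DMSO without agonist for full effect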
Target sequence (P51684 whole entry, looked up): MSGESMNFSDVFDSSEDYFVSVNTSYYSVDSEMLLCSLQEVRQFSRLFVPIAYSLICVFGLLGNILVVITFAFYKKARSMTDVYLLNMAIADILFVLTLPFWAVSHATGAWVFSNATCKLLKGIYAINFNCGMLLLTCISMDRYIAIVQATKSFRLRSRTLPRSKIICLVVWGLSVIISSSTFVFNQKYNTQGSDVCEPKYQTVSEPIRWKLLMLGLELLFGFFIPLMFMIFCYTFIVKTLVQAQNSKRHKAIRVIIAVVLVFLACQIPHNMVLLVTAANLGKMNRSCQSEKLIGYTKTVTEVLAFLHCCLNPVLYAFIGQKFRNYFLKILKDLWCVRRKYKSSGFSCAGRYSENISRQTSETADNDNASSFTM
Gli-Sufu block: Gli-Sufu pathway antagonism | Sufu-KO-LIGHT fibroblasts, Gli luciferase reporter luminescence | inhibition, % at 5 µM | 0.74% of 340,000 active | AID 588413;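 active = inhibition above about 55%, limit read from the data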;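 note: 0% = DMSO-treated cells and 100% = wells with medium but no cells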
697 NFkB inh: inhibitors of the PMA/ionomycin-induced NF-kB reporter in 697 B cells; 697 B-cell NF-kB luciferase reporter, 16 h; inhibition, % at 4 µM; 0.33% of 330,000 active; AID 435022; in the data active = inhibition above about 35%
Jurkat NFkB inh: inhibitors of the PMA/ionomycin-induced NF-kB reporter in Jurkat cells; PMA/ionomycin-induced NF-kB luciferase reporter, luminescence; inhibition, % at 4 µM; 0.53% of 330,000 active; AID 435003; in the data active = inhibition above about 50%
CXCR6 inh: inhibitors of human CXCR6 receptor; O00574; CHO-K1 PathHunter CXCR6 beta-arrestin, luminescence; inhibition, % at 20 µM; 0.36% of 360,000 active; AID 602244; in the data active = inhibition above about 34%, passing the limit was not always enough;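 note: antagonist mode with CXCL16 agonist at 10 nM final; 0% = 10 nM CXCL16 with DMSO and 100% = unstimulated wells without agonist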
APJ antagonist: antagonists of human APJ apelin receptor. P35414. CHO-K1 APJ beta-arrestin complementation, luminescence. inhibition, % at 20 µM. 0.32% of 330,000 active. AID 2521;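 active = inhibition above about 40% at 20 µM, limit read from the data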;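 note: cells challenged with 10 nM apelin-13 agonist together with compound; plate controls were apelin-13 plus DMSO wells for no effect and DMSO wells lacking apelin-13 for full effect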
UBC13 inh: inhibitors of human UBC13 polyubiquitin chain formation; inhibition, % at 20 µM; TR-FRET; 0.47% of 330,000 active; AID 485273; in the data active = inhibition above about 45%, passing the limit was not always enough
Target sequence (P61088 whole entry, looked up): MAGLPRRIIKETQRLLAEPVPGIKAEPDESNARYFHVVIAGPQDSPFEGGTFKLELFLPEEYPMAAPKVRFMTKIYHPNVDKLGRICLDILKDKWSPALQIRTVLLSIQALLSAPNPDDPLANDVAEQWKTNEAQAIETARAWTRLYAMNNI
The depositor's hits bear a star; / = not tested or not shown.

Each structure is followed by: EBI2 block, CCR6 antagonist, Gli-Sufu block, 697 NFkB inh, Jurkat NFkB inh, CXCR6 inh, APJ antagonist, UBC13 inh
(1) Cc1cccc(C)c1NC(=O)COC(=O)COc1ccc2c(C)cc(=O)oc2c1
    -3, -1, -9, -51, 26, -2, -9, 0
(2) CCCCCC1(C(=O)OCC)CC(CSC(=N)N)OC1=O (stereo not drawn)
    -3, 14, -6, -3, 5, 16, 24, 10
(3) NC(=O)C1CCN(CC(=O)N2c3ccccc3CCc3ccccc32)CC1
    -10, 7, 1, -16, -22, 0, -4, -3
(4) Cc1c(OCC(=O)N2CCC(C(N)=O)CC2)ccc2c1oc(=O)c1ccccc12
    -8, 2, 2, 19, -4, 0, -63, 14
(5) Cc1cs/c(=N/C(=S)Nc2ccccc2)n1C
    4, 9, -87, -128, -130, 3, 7, 34
(6) CCOC(=O)C1C(=O)CC(C)(O)C(C(=O)OCC)C1c1ccc(Br)o1 (stereo not drawn)
    /, 3, 9, 18, 3, /, 24, 4
(7) COc1ccc(C2C(C(=O)Nc3ccccc3OC)=C(C)Nc3ncnn32)cc1 (stereo not drawn)
    -6, -8, -2, 14, -7, -6, 8, 5
(8) CN(C)S(=O)(=O)c1ccc(Cl)c(NC(=O)COC(=O)CCSc2ccccc2)c1
    -3, -2, -10, 9, 10, -4, -16, -1
(9) COc1ccc(Cc2nnc(-c3cccc(C)c3)o2)cc1OC
    -1, 17, -7, -18, 0, 0, 4, 2
(10) CCOC(=O)c1cnn2c(C)cc(-c3ccccc3)nc12
    -15, -17, -111, -61, -78, 8, -7, 18
(11) Cc1c(Cc2ccc3c(c2)OCO3)sc(NC(=O)c2cccc3ccccc23)c1C(N)=O
    5, -2, -6, -27, -8, 1, 8, 3
(12) CSc1cccc(N=C2C(=O)Nc3ccccc32)c1
    -1, 54*, -5, 7, 7, 34, 45*, -6
(13) CC(CNC(=O)c1ccc2c(c1)OCO2)c1ccc([N+](=O)[O-])cc1 (stereo not drawn)
    4, 11, 20, 0, -2, -4, 10, 6
(14) COc1ccc(C(=O)c2ccc(OC)cc2OC)cc1
    14, 0, -2, -51, 40, 5, -27, 17
(15) Cc1ccnc(NC(=O)c2cccc(NC(=O)c3ccccc3C)c2)c1
    -10, 14, -2, -7, 2, 0, 4, -11
(16) O=C(O)CSc1nnc(-c2ccc(S(=O)(=O)N3CCCC3)cc2)n1Cc1ccco1
    -5, -12, 1, -3, 6, -9, -2, -6
(17) COc1cc(/C=C2\C(=N)N3N=CSC3=NC2=O)ccc1OS(=O)(=O)c1ccccc1[N+](=O)[O-]
    -20, 0, -18, 14, -5, -6, -24, -4
(18) COc1cc(OC)cc(-c2nc(-c3ccccc3OC)no2)c1
    19, 17, -10, -9, -17, -4, -2, 4
(19) Cc1ccccc1NC(NC(=O)c1cccs1)C(Cl)(Cl)Cl (stereo not drawn)
    -27, 38, 7, 23, 6, -18, 4, 13
(20) CC[C@@]1(O)C(=O)OCc2c1cc1n(c2=O)Cc2cc3c(CN(C)C)c(O)ccc3nc2-1
    3, 10, 61*, -329, 73*, -9, 1, -15
(21) CCN1CCN(C(=O)CN(C)S(=O)(=O)c2ccc3ccccc3c2)CC1
    -9, 3, 5, -12, -32, -5, -25, -5
(22) CCOC(=O)c1c(CN2CCCCC2)n(C)c2cc(Br)c(O)cc12
    -11, 15, 28, -23, 2, 4, -49, -29
(23) Cc1ccc(S(=O)(=O)NC(=O)Nc2ncc3c(n2)CC(c2ccco2)CC3=O)cc1 (stereo not drawn)
    3, 0, -8, 2, 1, 0, 3, 0
(24) COC(=O)c1ccccc1NC(=O)CSc1nnc(-c2ccncc2)o1
    -4, 3, -3, 8, 5, -5, 25, -1
(25) Cn1cc(Br)c(-c2cccc(NC(=O)CCCC(=O)O)c2)n1
    0, 1, 10, 2, -8, -1, 3, -1
(26) O=C(CCl)Nc1ncc(S(=O)(=O)c2ccc([N+](=O)[O-])cc2)s1
    -9, 0, 3, 16, 0, -7, -1, 4
(27) Cc1ccccc1CN1C2=NCCCN2c2ccccc21
    8, 4, 24, -26, 3, 1, 7, -10
(28) O=C(Cc1n[nH]c(=O)[nH]c1=O)N/N=C/c1ccccc1O
    0, 4, 2, -5, -6, -1, -17, -2
(29) O=C(COc1ccccc1Br)NCCc1nc2ccccc2[nH]1
    -3, -3, 21, -22, 0, 8, 15, -17
(30) C/C(=C\C(=O)c1ccc(Cl)cc1)NCc1ccc2c(c1)OCO2
    2, -5, -19, 11, -6, -7, 10, 3
(31) CCC(=O)Oc1ccc2c(C)cc(=O)oc2c1C(=O)CC
    -1, 6, -3, -3, 8, -7, -12, 1
(32) CCOC(=O)c1c(-c2ccc(OC)cc2)csc1/N=C/C1C(=O)CCCC1=O
    8, 4, 1, 18, -6, -7, 1, 4
(33) CC(=O)Nc1ccc(S(=O)(=O)NNC(=O)c2sc(=S)n(C)c2C)cc1
    -13, -11, -5, 9, -6, -6, -5, -5
(34) CCn1c(SCc2nc3ccccc3nc2C)nnc1-c1cccs1
    2, 7, 5, -9, -14, 11, 1, -13
(35) COc1ccc(/C=N/NC(=O)c2cc(O)c(O)c(O)c2)cc1Cn1cc([N+](=O)[O-])cn1
    -6, 9, -2, /, /, 1, /, /
(36) CC1CN(S(=O)(=O)c2ccc(CN3C(=O)c4cccnc4C3=O)cc2)c2ccccc2O1 (stereo not drawn)
    -2, 15, -9, 27, 11, -1, -31, -17
(37) CC1CC(NS(=O)(=O)c2cccs2)CC(C)(C)C1 (stereo not drawn)
    -3, 14, 7, -15, 0, 3, 10, 2
(38) COC(=O)C1=C(C)N=C2SC(C)C(=O)N2C1c1cccc(F)c1 (stereo not drawn)
    16, 6, -12, 17, -14, 0, -5, 6
(39) Cc1cccc(C)c1OC(=O)CCN1C(=O)C2C3C=CC(C4CC34)C2C1=O (stereo not drawn)
    31, 0, -5, -14, -9, -11, 14, -18
(40) Cc1cc(C)nc(NC(=O)CSc2nn(C)c(=S)s2)n1
    -3, -8, -7, 8, -5, 8, 16, -4

13 entries already listed, sorted by SMILES length, ascending.
Each structure is followed by: EBI2 block, CCR6 antagonist, Gli-Sufu block, 697 NFkB inh, Jurkat NFkB inh, CXCR6 inh, APJ antagonist, UBC13 inh
(27) Cc1ccccc1CN1C2=NCCCN2c2ccccc21
    8, 4, 24, -26, 3, 1, 7, -10
(37) CC1CC(NS(=O)(=O)c2cccs2)CC(C)(C)C1 (stereo not drawn)
    -3, 14, 7, -15, 0, 3, 10, 2
(29) O=C(COc1ccccc1Br)NCCc1nc2ccccc2[nH]1
    -3, -3, 21, -22, 0, 8, 15, -17
(25) Cn1cc(Br)c(-c2cccc(NC(=O)CCCC(=O)O)c2)n1
    0, 1, 10, 2, -8, -1, 3, -1
(24) COC(=O)c1ccccc1NC(=O)CSc1nnc(-c2ccncc2)o1
    -4, 3, -3, 8, 5, -5, 25, -1
(30) C/C(=C\C(=O)c1ccc(Cl)cc1)NCc1ccc2c(c1)OCO2
    2, -5, -19, 11, -6, -7, 10, 3
(38) COC(=O)C1=C(C)N=C2SC(C)C(=O)N2C1c1cccc(F)c1 (stereo not drawn)
    16, 6, -12, 17, -14, 0, -5, 6
(21) CCN1CCN(C(=O)CN(C)S(=O)(=O)c2ccc3ccccc3c2)CC1
    -9, 3, 5, -12, -32, -5, -25, -5
(33) CC(=O)Nc1ccc(S(=O)(=O)NNC(=O)c2sc(=S)n(C)c2C)cc1
    -13, -11, -5, 9, -6, -6, -5, -5
(26) O=C(CCl)Nc1ncc(S(=O)(=O)c2ccc([N+](=O)[O-])cc2)s1
    -9, 0, 3, 16, 0, -7, -1, 4
(23) Cc1ccc(S(=O)(=O)NC(=O)Nc2ncc3c(n2)CC(c2ccco2)CC3=O)cc1 (stereo not drawn)
    3, 0, -8, 2, 1, 0, 3, 0
(36) CC1CN(S(=O)(=O)c2ccc(CN3C(=O)c4cccnc4C3=O)cc2)c2ccccc2O1 (stereo not drawn)
    -2, 15, -9, 27, 11, -1, -31, -17
(35) COc1ccc(/C=N/NC(=O)c2cc(O)c(O)c(O)c2)cc1Cn1cc([N+](=O)[O-])cn1
    -6, 9, -2, /, /, 1, /, /

Following part.
Each structure is followed by: EBI2 block, CCR6 antagonist, Gli-Sufu block, 697 NFkB inh, Jurkat NFkB inh, CXCR6 inh, APJ antagonist, UBC13 inh
(41) COc1cccc(NC(=O)NCc2ccccc2F)c1
    0, 10, -18, -19, -23, -16, 3, 4
(42) O=C(Cc1cccc2ccccc12)N/N=C/C=C/c1cccc([N+](=O)[O-])c1
    4, 11, 4, 18, 4, 5, -9, -5
(43) N#C/C(=C\c1cccnc1)C(=O)Nc1ccccc1[N+](=O)[O-]
    -1, -3, 9, 11, 1, -8, -49, -7
(44) O=C(COC(=O)c1ccc2c(c1)OCO2)Nc1ccccc1F
    1, 4, -2, 9, -5, 2, -3, 8
(45) COc1ccc(C2CCCN2C(=S)Nc2ccc(C)cc2C)cc1OC (stereo not drawn)
    2, 6, -6, 19, 8, 2, 9, -6
(46) CCc1nnc(NC(=O)CSc2nnc(COc3ccccc3)n2Cc2ccccc2)s1
    -2, -13, 7, -6, -13, -5, 6, -17
(47) COc1ccc(C(=O)NCC(=O)OCC(=O)NC(=O)c2ccc(C(C)(C)C)cc2)cc1OC
    -6, 0, -9, 12, -10, -4, 6, -5
(48) CC1CCN(c2ccc3c(c2)S(=O)(=O)c2cccc(C(=O)NC4CCCCC4)c2C3=O)CC1
    -5, 8, -14, -11, -15, 14, 10, -53
(49) COC(=O)c1ccc(Cl)c(NC(=O)NC23CC4CC(CC(C4)C2)C3)c1
    -15, 7, 14, 16, -11, -21, 10, -3
(50) CSCC[C@H](NC(=O)c1ccc2c(c1)OCO2)c1nnc2ccccn12
    -16, 15, /, -5, 0, -1, -53, -10
(51) O=C1ON=C(c2ccccc2)/C1=C\c1ccco1
    -13, 6, 5, 1, -1, -2, 9, -14
(52) COc1ccc(CC(=O)Nc2ccc(-c3nnc(-c4ccccc4)o3)cc2)cc1OC
    13, 0, -9, -26, -29, 4, -1, 11
(53) CN1CCN(C(=O)Nc2ccc3c(c2)N(C)C(=O)c2ccccc2S3)CC1
    8, 9, 7, -18, 10, 9, 0, 2
(54) Cc1ccc(N(C)C(=O)C2CCN(S(=O)(=O)c3ccc4c(c3)oc(=O)n4C)CC2)cc1
    -7, 8, 6, 18, -1, -7, -6, 2
(55) COC(=O)[C@H](CC(C)C)NC(=O)N1CCCCC1C (stereo partly drawn)
    -4, -1, 23, 5, 5, -3, 5, 2
(56) Cn1c(SCC(=O)Nc2nccs2)nnc1C1CC1
    -7, 9, 3, 1, 2, -2, 16, -8
(57) CCn1c(SCC(=O)Nc2ccc3c(c2)oc2ccccc23)nnc1-c1ccc(N)cc1
    18, 5, -24, -35, -15, -3, -8, 0
(58) COc1cc(NC(=O)NCCN2CCN(c3ccc(Cl)cc3)CC2)ccc1C
    11, 8, -4, 4, 8, -2, -5, 12
(59) Cc1cn2c(=O)c(C(=O)N3CCN(c4ccccc4)CC3)cnc2s1
    2, 9, -3, 4, 10, -3, 12, -7
(60) O=C(NCc1cccs1)c1ccc(Cl)c(S(=O)(=O)N2CCCC2)c1
    -1, -5, 13, 0, -4, 1, 26, -8

Screens from PubChem BioAssay.
